# proKLK7 act: proKLK7 (human) activation, primary screen; purified proKLK7, EDANS-DABCYL substrate fluorescence; 100% is mature enzyme control, 0% vehicle; P49862; activation, % at 7 µM; 0.9% of 370,000 active;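 active means activation above the mean of all tested compounds plus 3 SD, computed per campaign excluding outliers beyond control limits, cut at about 13% in these data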
# Target sequence (P49862 whole entry, looked up): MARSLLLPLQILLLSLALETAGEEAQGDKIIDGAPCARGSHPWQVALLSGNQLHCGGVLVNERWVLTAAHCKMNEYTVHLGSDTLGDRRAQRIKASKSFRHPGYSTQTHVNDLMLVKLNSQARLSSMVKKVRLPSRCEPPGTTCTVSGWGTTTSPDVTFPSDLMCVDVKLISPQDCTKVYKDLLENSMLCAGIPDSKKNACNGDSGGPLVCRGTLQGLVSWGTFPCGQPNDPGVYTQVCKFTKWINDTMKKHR
# NPR2 activator: GC-B (human) receptor activation; activation, % at 10 µM; P20594; HEK293-GC-B cells, CNP EC30, cGMP TR-FRET; 0% at EC30 CNP, 100% saturating CNP; 0.11% of 370,000 active;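 active means activation at 10 µM reaching about 35% in either raw or pattern-adjusted values, limit read from the data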
# NPR1 activator: GC-A (human) enzyme activation; P16066; HEK293 GC-A cells, cGMP TR-FRET, EC30 ANP; 0% at EC30 ANP, 100% saturating ANP; activation, % at 10 µM; 0.14% of 370,000 active; AID 1671463; in the data active means activation above about 40%
# HGIII-sPLA2 inh: Inhibits HGIII-sPLA2 liposome hydrolysis, primary screen | Q9NZ20 | QFRET BODIPY PC-A2 liposome hydrolysis, fluorescence | inhibition, % at 12.2 µM | 0.56% of 370,000 active;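 active means inhibition above mean plus 3 SD of compounds lying within the high and low control bounds, cut at about 19% in these data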;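 further: 0% = median of test compound wells and 100% = no enzyme DMSO wells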
# ARFGAP1 inh: rat ARFGAP1 inhibition; 0.26% of 360,000 active; Arfgap1-stimulated ARF1 GTP hydrolysis, GDP FP detection; Q62848; inhibition, % at 16.5 µM;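 active means inhibition above a per-plate limit, mean inhibition of low control wells plus 3 SD, cut at about 25% in these data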;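 further: 0% = DMSO wells with enzyme and 100% = wells lacking Arfgap1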
# Target sequence (Q62848 1-136 limits assumed): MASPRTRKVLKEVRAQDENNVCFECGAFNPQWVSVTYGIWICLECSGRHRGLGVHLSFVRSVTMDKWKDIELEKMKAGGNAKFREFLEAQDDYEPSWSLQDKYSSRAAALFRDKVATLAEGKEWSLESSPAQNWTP
#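 system = rat Arfgap1 catalytic domain, aa 1-136 | technique = FP, GDP Alexa 633 tracer displaced from anti-GDP antibody, 620/688 nm | compound = one concentration, 16.5 µM, DMSO 1.26% | medium = HEPES-based buffer, pH 7.5 | timing = compound-enzyme preincubation 20 min, reaction 120 min, detection 60 min, 25 °C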
# ADAM10 inh: inhibitors of human ADAM10 | O14672 | recombinant ADAM10, EDANS/DABCYL FRET peptide cleavage, 3 h | inhibition, % at 7 µM | 0.62% of 370,000 active | AID 720582;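 active means inhibition above a per-campaign cutoff equal to the mean of compounds falling between control-based bounds plus 3 SD, cut at about 20% in these data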;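 further: 0% = DMSO wells while the 100% control is not disclosed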
# Tn6 DDE FP: disrupts Tn6 cyclic peptide binding to fibrin D-Dimer-E complex; P02675; Fibrin DD(E) TRITC-Tn6 fluorescence polarization displacement; inhibition, % at 8.3 µM; 0.21% of 370,000 active;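 active means inhibition above a per-campaign cutoff: mean of compounds within control limits plus 3 SD, cut at about 15% in these data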;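 further: 0% = median of all compound wells on the plate and 100% = blocking peptide control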
# rCAG binder: molecules binding r(CAG) RNA repeats; r(CAG) RNA repeat, TO-PRO-1 dye displacement fluorescence; inhibition, % at 3 µM; 1.3% of 370,000 active; AID 651821;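 active means inhibition above the plate cutoff, the mean of all test compounds on that plate plus 3 SD, cut at about 35% in these data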;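 further: 0% = DMSO alone and 100% = 100 µM mitoxantrone as full dye displacement; higher means more dye released from RNA so lower well fluorescence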
# GAA850 FXN act: increases GAA850 frataxin promoter reporter activity. HEK293 lucGAA850 FXN promoter luciferase reporter, 24 h; percent of 10 µM SAHA response. activation, % at 6 µM. 0.56% of 360,000 active. AID 540364;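 active means activation above the average of all compounds screened plus 3 SD, cutoff fixed separately per campaign, cut at about 7.5% in these data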;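 further: 0% = DMSO wells and 100% = 10 µM SAHA wells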
# ASAP1 inh: blocks human ASAP1-stimulated Arf1 GTP hydrolysis; Q9ULH1; GDP FP detection; inhibition, % at 16.5 µM; 0.19% of 360,000 active; AID 624377; in the data active means inhibition above about 25%;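 further: 0% = vehicle with enzyme and substrate and 100% = no enzyme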
# Target sequence (Q9ULH1 325-724 limits assumed): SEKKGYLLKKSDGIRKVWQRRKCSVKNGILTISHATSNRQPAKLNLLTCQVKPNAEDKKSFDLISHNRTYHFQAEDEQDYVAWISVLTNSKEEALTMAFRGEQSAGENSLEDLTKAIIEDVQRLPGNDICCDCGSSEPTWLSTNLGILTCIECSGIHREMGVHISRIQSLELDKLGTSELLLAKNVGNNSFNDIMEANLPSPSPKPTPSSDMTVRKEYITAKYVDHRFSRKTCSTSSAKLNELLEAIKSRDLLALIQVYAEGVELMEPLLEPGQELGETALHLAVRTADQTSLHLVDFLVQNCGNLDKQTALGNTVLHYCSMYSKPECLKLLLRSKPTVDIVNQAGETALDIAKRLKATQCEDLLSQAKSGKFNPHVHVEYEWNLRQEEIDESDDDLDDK
# * hit, by the source's call; i = inactive; . = no result given.
SMILES,proKLK7 act,NPR2 activator,NPR1 activator,HGIII-sPLA2 inh,ARFGAP1 inh,ADAM10 inh,Tn6 DDE FP,rCAG binder,GAA850 FXN act,ASAP1 inh
CCOC(=O)c1cc2oc(C(c3nnnn3C3CCCCC3)N3CCOCC3)cc2[nH]1 (stereo not given),-0.6,4,1,-33,5,5,-6,-3,1.3,1
COc1ccc2cc(CCNC(=O)CC(C)(C)C)c(=O)[nH]c2c1,-0.6,3,1,1,4,-17,3,-7,0.9,-5
CCCC(=O)c1ccc(N2CCN(C(=O)c3ccc(Br)cc3)CC2)c(F)c1,-0.5,-3,-1,4,-1,0,3,0,-0.6,11
O=C(N=C1SC2CS(=O)(=O)CC2N1c1cccc(Cl)c1Cl)C1CCCO1 (stereo not given),0.7,0,-4,-4,7,-3,-1,0,0.1,-10
C#Cc1ccc(C(=O)Nc2ccc(N3CCC(C)CC3)c(C(N)=O)c2)cc1,-0.1,4,-4,-2,8,-10,2,0,0.6,2
C=CCOCCN(C)C1=NS(=O)(=O)c2cc([N+](=O)[O-])ccc21,-0.3,4,4,0,-10,-2,-2,4,-2.2,11
CN1CCN(c2ccc(S(=O)(=O)N3CCCCC3)cn2)CC1,-0.5,1,2,-3,-2,-14,0,-6,-0.8,-6
CCOc1ccc(CC(=O)N2CCN=C2SCc2ccc([N+](=O)[O-])cc2)cc1,-0.2,3,3,-5,13,2,6,2,-1.6,3
O=C1CC2(CCN(C(=O)c3ccccc3[N+](=O)[O-])CC2)Oc2ccccc21,-0.2,0,-4,-8,9,-12,4,-2,-0.8,-6
CCn1ncc(Br)c1C(=O)Nc1ccc(C(C)C)cc1,-0.8,-5,2,10,7,11,0,0,6.9,10
Clc1ccc2nc(-c3ccccn3)c(Nc3ccc4c(c3)OCO4)n2c1,0.0,19,14,4,-9,0,-3,2,3.0,18
Cn1c(=O)[nH]c(=O)c2c1nc(CN1CCN(c3cccc(Cl)c3)CC1)n2CCc1ccccc1,-0.1,-8,-7,-2,-8,4,4,2,1.0,4
Cc1c(CC(=O)O)c(=O)oc2cc3c(cc12)CCC(C)(C)O3,4.7,2,5,1,-6,i,3,4,2.0,-17
CC(Oc1ccccc1)C(=O)NC1CCN(Cc2ccccc2)CC1 (stereo not given),0.6,-2,0,4,-2,-11,-8,1,-1.5,-5
C[C@H](NS(=O)(=O)OCC(Cl)(Cl)Cl)C1CC1c1ccccc1 (stereo not given in full),0.8,-1,0,-2,7,8,13,0,0.5,-8
CSCCC(NC(N)=O)C(=O)NCc1cccc(Cl)c1 (stereo not given),-0.6,-3,-4,4,-1,-1,-8,-2,0.1,-1
COc1ccc(/C=N/N2CCN(Cc3ccc(C)cc3)CC2)cc1Br,0.0,0,3,2,11,-7,2,-5,1.0,4
CCOC(=O)C1(S(=O)(=O)c2ccc(Cl)cc2)CCN(Cc2ccccc2)CC1,0.6,0,0,-11,-3,5,-2,1,-0.7,-11
CCOc1cc(NC(=O)c2ccccn2)c(OCC)cc1NC(=O)c1ccc(C)cc1,-0.3,-6,-5,2,-7,3,-1,2,1.6,-1
Cc1nnsc1-c1c(C(=O)O)c(C)nn1-c1ccc(OC(F)(F)F)cc1,-0.6,4,1,0,10,2,-4,0,1.4,0
Cc1nc(SCC(=O)N2CCCCCC2)[nH]c(=O)c1C,-0.6,-6,0,6,-3,2,1,0,0.7,13
Cc1ccnc(NC(=O)/C=C/c2ccccc2Cl)c1,0.9,0,0,-2,-18,-245,-1,3,1.7,-2
CCn1c(COc2ccccc2)nnc1SCC(=O)Nc1ccc(Oc2ccccc2)cc1,0.3,-3,0,-3,.,3,6,5,.,.
CCc1cc(Cn2nc(-c3ccccc3)cc2C(=O)NCc2cccs2)on1,0.8,0,3,-17,3,37*,-7,4,-1.4,13
O=C(Cn1cnc2ccccc2c1=O)N1CCN(S(=O)(=O)c2ccc(F)cc2)CC1,-0.8,-3,1,0,-4,-13,-2,6,0.4,-5
CCc1ccc(N2CC(C(=O)N/N=C/c3ccccc3OC)CC2=O)cc1 (stereo not given),0.3,-10,7,-5,0,0,-3,-4,-0.6,-7
Cn1c(CCC(=O)O)nc2cc(S(=O)(=O)N3CCCC3)ccc21,-0.5,3,1,4,2,-15,-9,1,0.9,14
O=C(COc1ccc(S(=O)(=O)N2CCOCC2)cc1)N1CCOCC1,0.3,0,-2,9,-12,-12,5,-1,-0.1,3
CCOC(=O)c1c(-c2ccccc2)n(C)c2ccc(O)cc12,-0.1,4,-10,-19,3,-27,-5,-2,1.2,3
O=C(CCNC(=O)C1CCN(S(=O)(=O)c2ccccc2)CC1)NC1CC1,0.2,-4,3,9,2,2,3,4,0.2,-2
CCOc1ccc(NC(=O)CN(C2CCCCC2)S(C)(=O)=O)cc1,0.2,4,3,-2,-6,4,6,-3,-3.0,-10
O=c1oc2cc(O)c(Cl)cc2c2ccccc12,-0.9,-4,34,10,18,-3,-12,5,3.8,2
C/C(=N/NC(=O)CCc1ccccc1)c1ccc2c(c1)OCO2,-0.1,0,0,5,4,1,-1,-4,1.3,-10
Cc1ccc(S(=O)(=O)C2(C(=O)Nc3ccc(C(C)C)cc3)CC2)cc1,0.1,3,1,-6,2,3,9,-6,1.5,2
COc1ccccc1N(CC(=O)NC1CC2CCC1C2)S(=O)(=O)c1ccc(C)cc1 (stereo not given),0.0,-4,-4,-4,-3,-4,8,-9,1.0,-5
CC(=O)c1c(C)[nH]c(C(=O)OCC(=O)N2CCN(c3ccccc3)CC2)c1C,0.7,2,2,2,7,3,3,1,0.0,-18
Cc1nc(NCCCN2CCOCC2)c2oc3ccccc3c2n1,-0.7,4,2,5,4,5,5,-2,-1.3,-6
CCOc1ncccc1C(=O)N1CCN(S(=O)(=O)c2ccc3c(c2)OCCO3)CC1,0.1,2,-1,-3,2,-7,4,-1,1.4,-5
C1CCC(C23CC4CC(CC(C4)C2)C3)NC1 (stereo not given),-0.2,1,-1,-3,-2,-17,0,-2,0.4,2
CCOc1ccccc1NC(=O)C1CCC(CNc2c(N3CCOCC3)c(=O)c2=O)CC1 (stereo not given),-0.2,-3,0,-2,4,-2,-8,3,-0.6,-20
COc1ccc(C(=O)NC(=S)Nc2ccc(S(=O)(=O)Nc3cc(OC)ncn3)cc2)cc1,0.0,2,0,4,-2,-2,-7,4,1.0,-6
COC(=O)C1=CN(c2ccc(F)cc2)C(N)=C(C#N)C1c1ccccc1 (stereo not given),0.2,0,15,-5,4,-11,-3,5,.,16
COc1ccc(CCN2CC(C(=O)NCCc3ccccc3)CC2=O)cc1OC (stereo not given),1.1,6,0,-3,-1,-2,11,-6,4.0,11
COc1ccc(C(C(C(=O)c2ccco2)N2CCOCC2)N2CCOCC2)cc1 (stereo not given),0.8,-1,-1,-1,5,-32,0,2,1.6,-12
CCOC(=O)c1oc2cc(OCC(=O)OC)ccc2c(=O)c1-c1ccc(OC)c(OC)c1,-0.6,1,-4,1,6,-17,1,-7,1.7,-4
COc1ccc(OC)c(NC(=O)C(C#N)=Cc2ccco2)c1,1.1,-3,0,-3,2,-9,3,10,7.0,-9
CCCNC(=S)N1CCN(C)CC1,-0.1,2,0,10,-4,-2,-3,-1,0.7,-1
Cc1cccc(OCC(O)CN2C(C)(C)CC(O)CC2(C)C)c1C (stereo not given),0.3,3,-2,-2,9,-4,-9,-2,2.5,-3
CS(=O)(=O)c1ccc(Cl)c(NC(=O)CN2CCN(C(=O)c3cccs3)CC2)c1,-1.0,3,0,2,-3,-2,7,1,0.2,-8
COc1ccc(CCNc2cc(N3CCN(C(=O)c4ccccc4F)CC3)ccc2[N+](=O)[O-])cc1OC,0.1,-4,-13,2,6,6,2,2,-6.5,3
O=C(CN(C(=O)CCC(=O)Nc1ccccn1)c1ccc(F)cc1)NCCc1ccccc1,0.0,-3,-2,-5,10,-8,-7,-3,-1.1,-4
Cc1ccc(-c2nc(Nc3cccc(O)c3)c3ccccc3n2)cc1,1.5,-6,5,-43,20,-20,-9,37*,3.1,29*
COc1cccc([C@@H]2CC=C(C(=O)O)[C@H](c3cccc(Cl)c3)N2S(=O)(=O)c2ccc(C)cc2)c1,0.7,5,2,-11,-4,9,13,62*,-0.8,5
O=C1Nc2ccc(NS(=O)(=O)c3cccs3)c3cccc1c23,1.2,-6,-2,-7,-4,2,2,4,0.9,-7
CC(C)(C)C(=O)OCOP(=O)(COCCn1cnc2c(N)ncnc21)OCOC(=O)C(C)(C)C,0.4,-8,-2,5,.,-4,-4,-2,.,.
COC(=O)c1nn(-c2ccccc2)c(Cl)c1/C=N/OCc1ccc(C)cc1,-0.1,-4,-1,-3,-6,-1,5,-1,-0.4,-2
COc1ccc(OCC(=O)Nc2ccc3c(c2)nc(CCn2ccccc2=O)n3C)cc1,0.4,1,-5,5,-6,1,-7,-1,-0.5,0
CC(=O)c1ccc(NC(=O)CSc2ccc3nnc(-c4cccnc4)n3n2)cc1,0.3,-3,-4,7,3,-17,-4,1,0.1,2
COc1cc(C)nc(-c2csc(C)n2)n1,0.8,1,0,1,2,-5,10,-5,1.9,5
COc1ccccc1C(=O)Nc1ccc2c(c1)nc(CN1CCCCC1)n2C,-0.3,3,2,-1,3,-20,6,-4,-2.3,-12
# Following part
SMILES,proKLK7 act,NPR2 activator,NPR1 activator,HGIII-sPLA2 inh,ARFGAP1 inh,ADAM10 inh,Tn6 DDE FP,rCAG binder,GAA850 FXN act,ASAP1 inh
Cc1ccc(S(=O)(=O)N2C[C@H]3[C@H]4C(=O)N(c5ccccc5)C(=O)[C@H]4C[C@H](OC(=O)NCc4ccccc4F)[C@@]3(O)C2)cc1,0.3,-5,0,-30,-13,0,9,6,-0.3,6
COc1cc(C(=O)NCC(c2ccco2)N2CCCC2)ccc1OCc1ccccc1 (stereo not given),-0.2,0,1,-16,-4,-3,4,3,-0.1,12
Cc1ncsc1C(=O)Nc1nc2c(s1)CCCC2,0.2,5,-2,3,-5,2,-3,1,-0.1,-1
COc1cc(NS(=O)(=O)c2ccc(NC(=S)NC(=O)c3sc4cc(F)ccc4c3Cl)cc2)nc(OC)n1,0.1,3,-1,1,-9,-7,3,17,0.3,-6
CCN(CC)c1ccc(/C=N/NC(=O)CNC(=O)c2cccnc2)cc1,2.1,-1,-6,2,1,-160,5,-3,2.0,10
CN1C[C@@H]2C(c3ccc(Cl)nc3)C3(c4cccnc4)CC2(C3)[C@H]1c1ccccc1 (stereo not given in full),0.3,-13,-9,0,-2,-6,3,-4,-2.2,3

# An excerpt from above, reduced to proKLK7 act and rCAG binder:
Structure	proKLK7 act	rCAG binder
Cc1ccc(S(=O)(=O)N2C[C@H]3[C@H]4C(=O)N(c5ccccc5)C(=O)[C@H]4C[C@H](OC(=O)NCc4ccccc4F)[C@@]3(O)C2)cc1	0.3	6
COc1cc(C(=O)NCC(c2ccco2)N2CCCC2)ccc1OCc1ccccc1 (stereo not given)	-0.2	3
Cc1ncsc1C(=O)Nc1nc2c(s1)CCCC2	0.2	1
COc1cc(NS(=O)(=O)c2ccc(NC(=S)NC(=O)c3sc4cc(F)ccc4c3Cl)cc2)nc(OC)n1	0.1	17
